# Assay outcomes as filed in PubChem.
# NR2F2 inh: blocks human COUP-TFII nuclear receptor; P24468; HEK293T NGFI-A luciferase reporter, luminescence; inhibition, % at 8.6 µM; hit rate 0.7% among 370,000;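 active = inhibition above a per-plate cutoff, mean inhibition of test wells between control levels plus 3 SD, cut at about 38% in these data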;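 note: cells cotransfected with COUP-TFII expression vector driving the NGFI-A reporter; 0% = median of COUP-TF2 test wells and 100% = reporter-only cells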
# Target sequence (P24468 whole entry, looked up): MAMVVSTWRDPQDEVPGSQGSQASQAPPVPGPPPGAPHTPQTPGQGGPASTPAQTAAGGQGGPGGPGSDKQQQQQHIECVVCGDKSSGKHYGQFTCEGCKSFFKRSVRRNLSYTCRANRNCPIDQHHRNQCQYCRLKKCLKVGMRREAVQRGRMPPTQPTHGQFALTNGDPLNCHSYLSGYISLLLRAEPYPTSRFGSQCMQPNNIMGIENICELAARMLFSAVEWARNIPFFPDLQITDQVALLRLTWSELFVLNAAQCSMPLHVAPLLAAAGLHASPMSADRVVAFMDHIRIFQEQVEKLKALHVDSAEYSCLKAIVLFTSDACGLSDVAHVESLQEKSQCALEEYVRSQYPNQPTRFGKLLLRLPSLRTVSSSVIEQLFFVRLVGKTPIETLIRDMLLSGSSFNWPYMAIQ
# TWEAK Fn14 block: TWEAK-Fn14 signaling inhibition. hit rate 2% among 360,000. TWEAK-stimulated Fn14 reporter cells, luciferase luminescence, 8 h. inhibition, % at 10 µM. AID 1159606; in the data active = inhibition above about 50%
# EBV LMP1 NFkB: inhibitors of Epstein-Barr LMP1-induced NF-kappaB reporter. LMP1-induced NF-kappaB luciferase reporter cells, luminescence. inhibition, % at 12.5 µM. hit rate 0.69% among 350,000. AID 504558; in the data active = inhibition above about 41%;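 note: 0% = neutral control wells and 100% = reference inhibitor control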
# SRC2 inh: human SRC2 (NCOA2) inhibition. Q15596. HEK293 GAL4-SRC2 luciferase reporter, luminescence. inhibition, % at 9 µM. hit rate 0.17% among 370,000. AID 651957;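 active = inhibition above the mean inhibition of all tested compounds plus 3 SD, set per campaign, cut at about 52% in these data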;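 note: 0% = DMSO treated cells and 100% = cells given Gossypol at 36 µM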
# TRAIL sens C8: sensitizes caspase-8 expressing cells to TRAIL; hit rate 1% among 360,000; inhibition (viability loss, TRAIL sensitization), % at 10 µM; NB7+C8 cells + TRAIL, ATPlite viability luminescence; AID 624354;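 active = compounds causing at least 50% loss of cell viability in the single-dose screen, relative to plate controls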
# NCOA3 inh: inhibits human SRC3 coactivator | HEK293 GAL4-SRC3 luciferase reporter, luminescence | inhibition, % at 3.6 µM | hit rate 0.17% among 360,000;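 active = inhibition above a per-campaign cutoff, the mean of all compounds plus 3 SD, cut at about 60% in these data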;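 note: 0% = DMSO-treated cells and 100% = gossypol-treated cells at 36 µM; higher means less SRC3-driven luciferase light from the GAL4 reporter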
# NR5A2 inv ag: suppresses constitutive activity of human LRH-1. O00482. HEK293T StAR-luciferase reporter, LRH-1 transfected, 24 h. inhibition, % at 3.6 µM. hit rate 0.13% among 360,000. AID 602396;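 active = inhibition above the mean inhibition of all tested compounds plus 3 SD, cut at about 73% in these data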;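 note: 0% = DMSO wells and 100% = reporter-only cells lacking LRH-1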
# Target sequence (O00482 whole entry, looked up): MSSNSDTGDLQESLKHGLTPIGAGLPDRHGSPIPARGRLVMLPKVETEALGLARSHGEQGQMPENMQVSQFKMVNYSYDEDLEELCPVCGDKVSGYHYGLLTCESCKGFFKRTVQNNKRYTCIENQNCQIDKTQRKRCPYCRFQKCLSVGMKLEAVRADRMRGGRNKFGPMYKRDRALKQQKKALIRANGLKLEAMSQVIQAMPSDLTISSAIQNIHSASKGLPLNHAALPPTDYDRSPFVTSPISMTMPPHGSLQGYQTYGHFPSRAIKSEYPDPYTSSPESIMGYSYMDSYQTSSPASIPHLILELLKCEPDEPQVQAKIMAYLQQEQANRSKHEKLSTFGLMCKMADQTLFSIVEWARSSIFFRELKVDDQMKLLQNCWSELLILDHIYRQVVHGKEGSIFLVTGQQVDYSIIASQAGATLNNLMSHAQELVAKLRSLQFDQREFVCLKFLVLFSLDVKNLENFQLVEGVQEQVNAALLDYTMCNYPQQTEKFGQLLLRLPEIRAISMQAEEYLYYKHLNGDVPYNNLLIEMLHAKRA
# KKLEB cytotox: reduces viability of KKLEB cystic fibrosis airway cells; KKLEB CF airway cells viability, ATPlite luminescence, overnight; active compounds read low; cells stimulated with P. aeruginosa culture filtrate; activity change (cytotoxicity), % at 5 µM; hit rate 0.36% among 360,000; AID 602141;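 active = corrected activity change at or below -50% at 5 µM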
# NCOA1 inh: inhibits human SRC1 coactivator; Q15788; HEK293 GAL4-SRC1 luciferase reporter, luminescence; hit rate 0.12% among 360,000; AID 588354; inhibition, % at 3.6 µM;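 active = inhibition above the campaign mean plus 3 SD, with each screening campaign given its own cutoff, cut at about 60% in these data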;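 note: 0% = DMSO treated cells and 100% = gossypol at 36 µM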
# CF NFkB inh: blocks PAF-induced NF-kB reporter in cystic fibrosis cells. KKLEB NF-kB-GFP reporter, GFP fluorescence overnight. inhibition, % at 5 µM. hit rate 0.86% among 360,000. AID 588850;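 active = at least 50% inhibition at 5 µM, scaled per plate between neutral and stimulator controls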;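 note: PAF is a Pseudomonas aeruginosa culture filtrate used as stimulus; plate controls were PAF-stimulated DMSO wells for no effect and unstimulated DMSO wells for full effect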
# TROY NFkB inh: inhibitors of TROY-dependent NF-kB signaling; Q293 LMP1-TROYcd NF-kB luciferase reporter, 4 h; inhibition, % at 10 µM; hit rate 0.98% among 360,000; AID 1347056;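 active = compounds whose plate-normalised and pattern-corrected inhibition of the luciferase reporter signal at the single screening dose is 50% or more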
# An asterisk follows results filed as active; x = no result given.
1) Cc1c(Cl)cccc1NC(=O)COc1ccc(S(=O)(=O)N2CCOCC2)cc1
2) CN(CC(=O)Nc1cccc(S(=O)(=O)NC2=NCCCCC2)c1)Cc1ccc(C(C)(C)C)cc1
3) COc1ccc(C2CC(=O)c3cc(OC)ccc3O2)cc1 (configuration not stated)
4) CN(Cc1cc(=O)[nH]c2ccccc12)C(=O)c1ccccc1
5) O=C(CCCCCN1C(=O)[C@@H]2Cc3ccccc3CN2C1=O)Nc1ccccc1F
6) Cc1nn(-c2ccccc2)c2c1C(c1ccc(O)c(O)c1)N1C(=N2)C(Nc2ccccc2)=Nc2ccccc21 (configuration not stated)
7) O=C(CNC(=S)N(Cc1ccccc1F)C1CCCCC1)NCCCN1CCOCC1
8) CCn1c2c(c3cc(Cl)ccc31)CCCC2=O

compound no.	1	2	3	4	5	6	7	8
NR2F2 inh	0	4	-13	-13	18	1	-6	12
TWEAK Fn14 block	-1	5	-27	-10	-29	-2	85*	-6
EBV LMP1 NFkB	-11	4	-4	-3	3	7	4	13
SRC2 inh	25	3	-6	14	-9	-13	7	-10
TRAIL sens C8	7	3	7	-4	-12	1	-8	-3
NCOA3 inh	-10	-2	-64	-6	-8	4	13	-11
NR5A2 inv ag	-2	-3	-14	10	-23	23	0	4
KKLEB cytotox	0	-19	-4	-6	3	0	2	-10
NCOA1 inh	-7	-2	-24	-12	-7	-23	-3	-12
CF NFkB inh	14	28	0	9	18	-12	-1	7
TROY NFkB inh	-10	25	-33	-28	6	15	11	12

9) Cc1cc2nc(-c3cccc(NC(=O)c4ccc(Br)o4)c3)oc2cc1C
10) Cc1cccc2cc(C(c3nnnn3Cc3ccccc3)N3CCN(C)CC3)c(=O)[nH]c12 (configuration not stated)
11) CCN(CC(=O)Nc1c(F)cccc1F)C(=O)Cc1csc(-c2ccc(OC)c(OC)c2)n1
12) COc1ccc(-n2c(=S)[nH]c3[nH]ncc3c2=O)cc1
13) O=C(NCc1ccco1)C(c1ccco1)N(Cc1cccs1)C(=O)Cn1nnc2ccccc21 (configuration not stated)
14) Cc1cccc2cc(C(c3nnnn3Cc3ccc4c(c3)OCO4)N3CCCC3)c(=O)[nH]c12 (configuration not stated)
15) C[C@H](NC(=O)OC(C)(C)C)C(=O)NCC1CCC(C(=O)O)CC1 (some centres not stated)
16) Cc1ccc(/C=C2/Sc3ccccc3N(CC(=O)NCCCOC(C)C)C2=O)cc1

compound no.	9	10	11	12	13	14	15	16
NR2F2 inh	-12	x	-9	-6	3	10	19	-5
TWEAK Fn14 block	8	8	-15	7	12	10	-17	26
EBV LMP1 NFkB	-16	-5	2	10	-2	-3	0	-6
SRC2 inh	-26	x	-11	4	-23	-18	15	4
TRAIL sens C8	0	-7	14	-2	0	-16	-15	17
NCOA3 inh	-20	0	-8	5	16	-18	-4	14
NR5A2 inv ag	-11	-1	-10	17	15	1	14	-1
KKLEB cytotox	11	-15	-4	-17	-2	0	8	14
NCOA1 inh	-20	-11	-5	5	-3	-1	-13	-7
CF NFkB inh	-12	-7	4	15	0	-7	-1	-11
TROY NFkB inh	9	-13	13	-14	-7	-1	-11	-13

# The final 3 records of the part before are carried over, then new ones follow:
14) Cc1cccc2cc(C(c3nnnn3Cc3ccc4c(c3)OCO4)N3CCCC3)c(=O)[nH]c12 (configuration not stated)
15) C[C@H](NC(=O)OC(C)(C)C)C(=O)NCC1CCC(C(=O)O)CC1 (some centres not stated)
16) Cc1ccc(/C=C2/Sc3ccccc3N(CC(=O)NCCCOC(C)C)C2=O)cc1
17) COc1ccc(Nc2cc(C)nc3c(C)cccc23)cc1OC
18) O=C1c2ccccc2C(=O)N1CCOc1ccccc1
19) Cc1onc(-c2c(Cl)cccc2Cl)c1C(=O)Nn1cnnc1
20) CCn1c(NC(=O)C(C)C)c(-c2cccs2)c(=O)c2ccccc21
21) CCOC(=O)C1CCN(C(=O)COC(=O)COc2ccc(Cl)cc2)CC1
22) Cc1ccc(C)c(-n2cc(CNCCc3cnccn3)c(-c3ccccc3)n2)c1
23) COc1ccc(C(C)=O)cc1Cn1nnc(-c2ccccc2Br)n1
24) Cc1cccc(C(=O)NC2CCCCCCC2)c1

compound no.	14	15	16	17	18	19	20	21	22	23	24
NR2F2 inh	10	19	-5	23	-35	2	8	9	0	12	-33
TWEAK Fn14 block	10	-17	26	-40	-10	0	8	6	-4	-3	-9
EBV LMP1 NFkB	-3	0	-6	-5	-26	-9	-5	-1	-1	0	-29
SRC2 inh	-18	15	4	-15	-93	12	-1	11	10	-30	-41
TRAIL sens C8	-16	-15	17	-1	-3	12	11	-5	17	-23	5
NCOA3 inh	-18	-4	14	14	-72	22	14	9	1	-21	-74
NR5A2 inv ag	1	14	-1	16	-96	19	-1	-8	10	26	-83
KKLEB cytotox	0	8	14	10	2	4	-3	14	0	0	0
NCOA1 inh	-1	-13	-7	5	-108	-9	13	-6	3	-11	-65
CF NFkB inh	-7	-1	-11	-10	-7	-8	-9	-2	-8	-14	12
TROY NFkB inh	-1	-11	-13	-11	-46	-9	-17	8	-9	-11	-41

25) COc1ccc(-n2c(=S)[nH]c3sc(-c4ccccc4)cc3c2=O)c(OC)c1
26) Cn1c2ccc(Br)cc2c2nnc(SCC(=O)O)nc21
27) Cn1c(-c2ccc3c(c2)OCO3)cnc1NC(=O)CCC(=O)NCCc1ccccc1
28) CC(C)CC1NC(=S)N(C2CCCCC2)C1=O (configuration not stated)
29) O=C1CC(NCc2ccc(F)cc2)C(=O)N1c1ccccc1 (configuration not stated)
30) CCc1ccccc1NS(=O)(=O)c1ccc(SC)cc1
31) Fc1ccc(-c2nnc(Cc3ccc(Cl)cc3)o2)cc1
32) O=C(OC1CC2CC1[C@H]1CCCCN1C2=O)N1CCC(c2ccccc2)CC1 (some centres not stated)

compound no.	25	26	27	28	29	30	31	32
NR2F2 inh	4	-6	-10	7	-11	8	-33	0
TWEAK Fn14 block	-16	-5	-29	-15	-8	-1	-28	-10
EBV LMP1 NFkB	-2	-1	-10	-5	-2	4	-22	x
SRC2 inh	-17	-22	-23	-13	-17	9	-29	5
TRAIL sens C8	-12	5	-5	-11	6	5	2	0
NCOA3 inh	7	-9	-3	15	24	-25	-25	x
NR5A2 inv ag	-10	18	-31	-2	-13	-27	-30	10
KKLEB cytotox	4	11	16	-9	-3	4	-10	x
NCOA1 inh	-6	-11	-9	2	14	11	-19	x
CF NFkB inh	22	-39	-6	-2	9	0	9	x
TROY NFkB inh	1	10	-46	4	-5	-6	-58	-9

# Records 27–30, quoted:
27) Cn1c(-c2ccc3c(c2)OCO3)cnc1NC(=O)CCC(=O)NCCc1ccccc1
28) CC(C)CC1NC(=S)N(C2CCCCC2)C1=O (configuration not stated)
29) O=C1CC(NCc2ccc(F)cc2)C(=O)N1c1ccccc1 (configuration not stated)
30) CCc1ccccc1NS(=O)(=O)c1ccc(SC)cc1

compound no.	27	28	29	30
NR2F2 inh	-10	7	-11	8
TWEAK Fn14 block	-29	-15	-8	-1
EBV LMP1 NFkB	-10	-5	-2	4
SRC2 inh	-23	-13	-17	9
TRAIL sens C8	-5	-11	6	5
NCOA3 inh	-3	15	24	-25
NR5A2 inv ag	-31	-2	-13	-27
KKLEB cytotox	16	-9	-3	4
NCOA1 inh	-9	2	14	11
CF NFkB inh	-6	-2	9	0
TROY NFkB inh	-46	4	-5	-6

# The results go on.
33) COc1ccc(/C=N/NC(=O)c2cc(-c3ccc(C)cc3C)nc3ccccc23)cc1COC(C)=O
34) Cn1c(SCc2ccccn2)nc2c1c(=O)[nH]c(=O)n2C
35) O=c1cc(-c2c(O)c3ccccc3n(Cc3ccccc3)c2=O)[nH][nH]1
36) Cc1c(NC(=O)CN2C(=O)NC3(CCCCC3)C2=O)c(=O)n(-c2ccccc2)n1C
37) CC(=O)c1cccc(NC(=O)N2CCC(NC(=O)C34CC5CC(CC(C5)C3)C4)CC2)c1
38) COc1cccc(C(=O)NCC(=O)N/N=C/c2cccs2)c1
39) Cc1ccc(C(=O)N[C@H](C(=O)OCC(=O)Nc2cccc(S(N)(=O)=O)c2)C(C)C)cc1
40) O=C1S/C(=C\c2ccc(N3CCOCC3)o2)C(=O)N1c1ccccc1

compound no.	33	34	35	36	37	38	39	40
NR2F2 inh	12	3	22	13	12	0	4	-11
TWEAK Fn14 block	2	7	-5	-11	18	-11	-18	0
EBV LMP1 NFkB	1	4	4	0	2	-6	-2	-23
SRC2 inh	-9	-8	-23	12	-14	4	5	-4
TRAIL sens C8	6	5	-6	6	7	0	-4	-4
NCOA3 inh	-36	-20	6	-13	21	26	6	-18
NR5A2 inv ag	49	-9	3	-3	27	13	-9	-10
KKLEB cytotox	0	3	2	7	-4	13	-8	36
NCOA1 inh	-7	5	-17	6	15	-18	-11	-24
CF NFkB inh	15	-6	6	-13	-7	-8	6	-62
TROY NFkB inh	6	13	-5	7	11	-12	9	-29

41) CC(C)OC(=O)c1cc(-c2ccc(C=O)o2)ccc1Cl
42) Cc1sc2ncnc(N3CCN(CCOc4ccc(Cl)cc4)CC3)c2c1C
43) O=C(COC(=O)CNC(=O)c1ccc(Cl)cc1Cl)NNC(=O)c1ccccc1
44) O=C(COc1ccccc1)N1CCCCCCC1
45) Cn1nc(C(F)(F)F)c(-c2ccc(F)cc2)c1NC(=O)c1cccnc1
46) CC1(C)CC(NC(=O)C23CCC(C)(C(=O)C2=O)C3(C)C)CC(C)(C)N1 (configuration not stated)
47) CC(=O)NS(=O)(=O)c1cccnc1Nc1cccc(Cl)c1
48) C#CC(CC)(CC)NC(=O)Nc1ccccc1C(=O)OC

compound no.	41	42	43	44	45	46	47	48
NR2F2 inh	-3	31	6	14	-4	5	7	18
TWEAK Fn14 block	2	39	2	-7	20	7	10	-19
EBV LMP1 NFkB	21	38	-1	17	-1	-3	5	-3
SRC2 inh	17	16	-17	16	8	-19	-11	18
TRAIL sens C8	-5	12	-6	-4	14	-30	-11	-10
NCOA3 inh	4	-7	0	10	3	13	-19	13
NR5A2 inv ag	-23	28	3	14	9	13	12	3
KKLEB cytotox	-3	-24	-5	-2	8	8	3	-16
NCOA1 inh	-8	23	-4	-12	-5	13	-14	-6
CF NFkB inh	-36	0	4	9	4	5	10	17
TROY NFkB inh	-19	13	5	-4	5	-8	-14	-8

49) Cc1ccc2c(c1)Sc1ccccc1CC2=O
50) Nc1c(N=O)c(=O)[nH]c(=O)n1-c1ccccc1
51) Cc1ccc(C(=O)NC(C(=O)Nc2cccc(S(N)(=O)=O)c2)C(C)C)cc1 (configuration not stated)
52) O=C(CS(=O)(=O)Cc1ccccc1)N1CCc2ccccc2C1
53) NNC(=O)c1ncoc1-c1ccc(Cl)cc1
54) COc1ccc(NC(=O)O[C@@H](C)[C@@H]2CN3CCc4c([nH]c5ccc(-c6ccc(OC)cc6)cc45)[C@@H]3C[C@@H]2N(C)C(=O)Nc2ccc(OC)cc2)cc1

compound no.	49	50	51	52	53	54
NR2F2 inh	18	10	14	-1	15	-17
TWEAK Fn14 block	-8	22	-2	-7	-3	-2
EBV LMP1 NFkB	-1	-2	-1	0	1	-7
SRC2 inh	-9	-34	-3	5	1	3
TRAIL sens C8	-10	1	-4	15	15	-3
NCOA3 inh	6	14	14	-14	14	8
NR5A2 inv ag	-6	3	-1	-16	0	-8
KKLEB cytotox	9	9	-2	3	11	-2
NCOA1 inh	7	4	-3	-13	-9	-10
CF NFkB inh	-8	-4	18	13	3	14
TROY NFkB inh	-26	-10	4	-27	8	-9
